Screening results (PubChem BioAssay)
Vif-A3F inh – qHTS for Inhibitors of Vif-A3F Interactions: qHTS | HeLa A3F-eYFP + Vif (tagged APOBEC3F with the HIV-1 protein that degrades it), YFP fluorescence increase | Potency, µM (top dose mostly 46.1 µM), for inactives: at the highest dose activity, negative = active | hit rate 0.2% among 390,000; note: potency is the fitted concentration of half-maximal effect; % of control where 0% means no effect; nearly all actives have a fitted effect of over 65% in size
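Fluorescence increase (Ex 488/Em 500-530) after overnight compound treatment at 37 deg C flags inhibition of Vif-driven A3F-eYFP loss in stable HeLa A3F-eYFP/Vif cells seeded overnight beforehand.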
D1 antag – Antagonist of Human D 1 Dopamine Receptor: qHTS; D(1A) dopamine receptor (Homo sapiens), P21728; HEK293 TREx D1 cells, calcium flux, dopamine EC80; hits give low values; activity change, negative = inhibition, % at 10 µM; hit rate 3.2% among 360,000; in the data active = activity change below about -30%; note: % is set by controls: 0 for no effect and ±100 for the full control effect
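Inducible Hek293 Trex D1 cells (tetracycline, overnight, 30 C). Calcium dye 30–90 min RT. Antagonist mode: EC80 dopamine added after 180 s compound read.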
Vif-APOBEC3G blk – qHTS for Inhibitors of Vif-A3G Interactions: qHTS; DNA dC->dU-editing enzyme APOBEC-3G (Homo sapiens), Q9HC16; HeLa A3G-eYFP + Vif (tagged APOBEC3G with the HIV-1 protein that degrades it), YFP fluorescence, overnight; Potency, µM (top dose mostly 46.1 µM), without a hit: top-dose activity, negative = active, most hits filed as inhibitors; hit rate 0.076% among 410,000; AID 602310, 2012;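 note: potency is the fitted concentration of half-maximal effect; % is set by controls: 0 for no effect and ±100 for the full control effect; nearly all actives have a fitted effect of over 60% in size; hits raise eYFP signal because A3G escapes Vif-driven loss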
Target sequence (Q9HC16 whole entry, looked up): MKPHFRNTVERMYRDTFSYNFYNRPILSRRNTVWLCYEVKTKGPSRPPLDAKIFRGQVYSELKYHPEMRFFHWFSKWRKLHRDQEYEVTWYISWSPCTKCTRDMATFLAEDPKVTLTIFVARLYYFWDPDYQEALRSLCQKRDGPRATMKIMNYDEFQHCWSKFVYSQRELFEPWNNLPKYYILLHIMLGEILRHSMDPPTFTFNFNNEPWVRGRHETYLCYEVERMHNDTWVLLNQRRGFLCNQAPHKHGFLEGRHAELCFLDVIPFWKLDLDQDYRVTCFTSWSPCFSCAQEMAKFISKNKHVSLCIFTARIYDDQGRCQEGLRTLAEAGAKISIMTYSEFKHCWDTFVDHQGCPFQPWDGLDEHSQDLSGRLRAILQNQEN
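Read-out is eYFP fluorescence (Ex 488/Em 500-530) from Vif-expressing HeLa A3G-eYFP cells; more signal means A3G escaped Vif-mediated degradation. Cells plated overnight, compound pinned in, incubated overnight at 37 deg C.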
Glioma ERSR ind – qHTS for Inducers of the Endoplasmic Reticulum Stress Response (ERSR) in Human Glioma: qHTS; U87-MG GRP78 promoter luciferase reporter, 16 h; hit rate 0.02% among 420,000; Potency, µM, inactives show at the highest dose activation, usual class: activators; note: potency is the fitted concentration of half-maximal effect; series mostly up to about 76 µM; % of control where 0% means no effect; nearly all actives have a fitted effect of over 35% in size
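Stably transfected U87-MG human glioma cells carrying a GRP78-based luminescent sensor were seeded at 1000 cells/well, pin-dosed with compounds and incubated 16 h. Luciferase reagent was then added, and end-point luminescence was read after 10 min at room temperature.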
D1 PAM – Potentiators of Human D1 Dopamine Receptor: qHTS. D(1A) dopamine receptor (Homo sapiens), P21728. HEK293 TREx D1 cells, calcium flux, dopamine EC20 potentiation. potentiation, % at 10 µM. hit rate 0.036% among 360,000. AID 504651, 2011; in the data active = potentiation above about 30%; note: 0% is about no effect
RXFP1 ag – qHTS Assay for Agonists of the Relaxin Receptor RXFP1 | Potency, µM (series often up to 57.5 µM), without a hit: at the highest dose activation, hits mostly activators | AID 2676, 2010 | HEK293T-RXFP1 cAMP TR-FRET, 30 min; response scale: percent of porcine relaxin response, buffer zero | hit rate 0.3% among 370,000; note: potency is the fitted concentration of half-maximal effect; % is set by controls: 0 for no effect and ±100 for the full control effect; nearly all actives have a fitted effect of over 60% in size; many of its hits are not listed in these tables
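Agonist response is measured as cAMP accumulation in an RXFP1-transfected HEK293T line under PDE4 inhibition. Values are scaled between buffer-only and 29 nM porcine relaxin, and EC50s come from standard Hill equation fits.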
D1 agonist – Allosteric Agonists of the Human D1 Dopamine Receptor: qHTS. D(1A) dopamine receptor (Homo sapiens), P21728. AID 504660, 2011. HEK293 T-REx D1 cells, calcium flux, agonist mode. hit rate 1% among 360,000. activation, % at 2 µM; in the data active = activation above about 30%; note: 0% is about no effect
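Tetracycline-induced HEK293 TREx D1 cells, force-coupled to calcium signalling, were dye-loaded with a no-wash calcium kit. Compound was pin-added after a 10 s baseline. Fluorescence was read kinetically at 1 cycle/s for 180 s, with calcium rises flagged as agonism.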
D2 potentiator – HTS Assay for Positive Allosteric Modulators of the Human D2 Dopamine Receptor: Primary Screen for Potentiators; potentiation, % at 10 µM; HEK293 T-REx D2, calcium flux, EC20 dopamine potentiation; D(2) dopamine receptor (Homo sapiens), P14416; hit rate 0.34% among 340,000; AID 485347, 2010;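 active = potentiation over 3 SD above the plate norm, cut at about 30% in these data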; note: 0% is about no effect
Target sequence (P14416 whole entry, looked up): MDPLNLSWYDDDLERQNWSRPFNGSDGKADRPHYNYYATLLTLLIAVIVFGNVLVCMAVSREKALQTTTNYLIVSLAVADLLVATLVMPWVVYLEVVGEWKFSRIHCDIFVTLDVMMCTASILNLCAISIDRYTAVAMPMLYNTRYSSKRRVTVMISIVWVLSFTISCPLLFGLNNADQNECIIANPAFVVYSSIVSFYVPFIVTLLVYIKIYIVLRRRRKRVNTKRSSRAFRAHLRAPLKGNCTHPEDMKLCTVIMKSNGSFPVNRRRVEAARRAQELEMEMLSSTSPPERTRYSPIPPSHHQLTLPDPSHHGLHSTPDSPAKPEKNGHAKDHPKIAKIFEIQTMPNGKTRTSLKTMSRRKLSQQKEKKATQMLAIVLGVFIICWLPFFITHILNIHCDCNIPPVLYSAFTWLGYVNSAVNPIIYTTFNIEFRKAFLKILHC
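Tetracycline-induced Hek293 Trex D2 cells, force-coupled to calcium, loaded with no-wash calcium dye. Compound added with 180 s kinetic read for agonism, then EC20 dopamine and a further 180 s read for potentiation.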
LDHA block – qHTS assay for inhibitors of human lactate dehydrogenase | L-lactate dehydrogenase A chain (Homo sapiens), P00338 | hit rate 0.15% among 480,000 | activity change, % (values are at about 110 or 230 µM) | purified LDHA, NADH/diaphorase-resazurin fluorescence; hits give low values; in the data active = activity change below about -30%; inconclusive = mostly about -25% to -30%;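 note: plate controls were DMSO wells for no effect and wells without enzyme for full effect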
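LDH5 2 nM; NADH 0.06 mM, pyruvate 0.2 mM; 200 mM Tris pH 7.4, EDTA, Tween-20; 5 min RT. Detection: diaphorase 0.133 mg/mL + resazurin 37 µM, fluorescence ex540/em590 at 0 and 20 min; normalized to enzyme-free and DMSO wells.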
Active calls of the source: *; u = inconclusive; x = not tested or not shown; & = joins results of further samples. Unless noted, calls come from the whole dose curve; as a rule, active = well fitted curve in the direction sought with a large enough effect; inconclusive = small, poorly fitted or top-dose-only effect, or another doubt; inactive = no such curve, though single readings can be large; an effect the other way counts as inactive or inconclusive. Not all compounds are listed, so the mix of outcomes need not match the whole.

no.	Compound	D1 agonist	Vif-APOBEC3G blk	D1 antag	D2 potentiator	LDHA block	Glioma ERSR ind	D1 PAM	Vif-A3F inh	RXFP1 ag
1	COc1ccc(C(CNC(=O)C(C)Oc2ccc(Br)cc2)N2CCCCC2)cc1 (centres undefined)	7	-3%	10	-22	-1	-3%	x	2%	-0.3%
2	Cn1c(COc2ccc(Cl)cc2Cl)nnc1SCC(=O)NCC1CCCO1 (centres undefined)	2	0%	-14	x	-3	9%	-4	6%	-0.3%
3	Cn1ccs/c1=N\S(=O)(=O)c1ccc(Br)cc1	2	5%	39	14	1	-4%	0	0%	-0.5%
4	Cc1cccc(C(=O)c2cn[nH]c2-c2ccccc2O)c1	3	2%	-1	1	-7	4%	1	-7%	-1.4%
5	Cc1ccc(OC(=O)c2ccccc2C(=O)OCC(F)(F)C(F)F)cc1	15	1%	-24	12	1	1%	-6	0%	4.2%
6	O=C(CCc1ccccc1)Nc1nnc(-c2ccccn2)o1	1	0%	9	-4	-6	2%	-6	10%	0.3%
7	COc1cccc(OCC(O)CN2CCN(CCO)CC2)c1 (centres undefined)	-2	-3%	-5	5	-5	-3%	5	-8%	1.6%
8	CN(C)C(=O)COc1ccc(Br)cc1	3	0%	-3	-6	-13	0%	2	-9%	1.9%
9	CCOC(=O)C1CCN(C(=O)COC(=O)c2ccc3c(c2)C(=O)N(c2ccc(OCC)cc2)C3=O)CC1	28	1%	-28	-1	1	-3%	-5	5%	-3.3%
10	O=C(COC(=O)C1CCN(c2ccc(C(F)(F)F)cn2)CC1)Nc1cc(F)ccc1F	8	-1%	-16	-3	-1	-1%	-1	11%	2.9%
11	O=C1CCCC(O)=C1C1C2=C(CCCC2=O)OC2=C1C(=O)CCC2	2	0%	4	8	-5	-3%	-3	10%	0.2%
12	COc1ccccc1CNc1ncccc1[N+](=O)[O-]	2	2%	21	8	-4	3%	-4	-6%	0.0%
13	COc1ccc(OC)c(C(C)NC(C)=O)c1 (centres undefined)	1	0%	4	x	-2	-3%	4	0%	0.7%
14	COC(=O)[C@@]12CCCN1[C@H](c1ccc(-c3ccc(OC)cc3)c(OC)c1)[C@@H]1C(=O)N(C)C(=O)[C@@H]12	0	-4%	-3	x	-6	0%	-8	9%	1.2%
15	O=C1N[C@@H](Cc2ccccc2)C(=O)N2CCCC12 (some centres undefined)	x	2%	x	x	-5	-1%&-4%	x	3%	x
16	CC(=O)c1ccc(NS(=O)(=O)c2ccc(N)cc2)cc1	5	-3%	-16	6	-11	3%	-8	6%	2.6%
17	O=C1c2cnc3nc(SCc4ccccc4)nn3c2CC2c3ccccc3CCN12 (centres undefined)	1	-3%	8	11	-3	2%	0	-7%	4.1%
18	Cc1cc(C)n(-c2ccc(C(=O)OCC(=O)Nc3cc(S(C)(=O)=O)ccc3Cl)cc2)n1	-1	-1%	-14	8	-2	-2%	1	3%	-0.3%
19	COc1c(Cl)cc(Cl)cc1CNCCSc1nnnn1C	1	2%	13	-7	-1	-3%	-4	-1%	5.8%
20	CC1CCCC(C)N1CCCNC(=O)Cn1c(=O)c2cccn2c2cccnc21 (centres undefined)	4	1%	-24	-6	-1	0%	-4	3%	13%
21	O=c1cc(N2CCN(c3cccc(Cl)c3)CC2)[nH]c(=O)n1C1CCCCC1	0	6%	-5	16	-2	-2%	0	3%	-1.7%
22	CCc1nc2ccccc2n1CC(=O)N1CCN(S(=O)(=O)c2cccc(C(F)(F)F)c2)CC1	-1	0%	-7	-11	0	-2%	-6	-11%	0.3%
23	COc1ccc(N)cc1-n1c(C)ccc1C	2	u	2	7	6	2%	-2	u	-4.9%
24	COc1ccc(OCC(=O)Nc2cccc(C(=O)Nc3ccccc3C(=O)O)c2)cc1	4	-3%	3	0	-7	7%	-4	-3%	-1.9%
25	CN(C(=S)NC1=CCS(=O)(=O)C1)C1CCCCC1	4	-1%	-9	x	-2	-3%	-1	8%	0.4%
26	Clc1ccc(C[n+]2cc(-c3ccccc3)n3c2CCCCC3)c(Cl)c1	2	3%	-18	-9	1	4%&-3%	-9	-10%	1.6%
27	CCCC(=O)Nc1cc(-c2nn(C)c(=O)c3ccccc23)ccc1OC	2	-7%	-8	1	-4	-1%	-1	-6%	3.3%
28	COCCNc1c2c(nc3c(-c4ccccc4)c(C)nn13)CCC2	1	-4%	13	6	-5	0%	0	8%	0.5%
29	COc1cccc(/C=N/n2c(-c3n[nH]c4c3CCC4)n[nH]c2=S)c1O	3	-1%	6	-7	10	-4%	-5	-3%	-0.9%
30	Cc1ccc(NC(=O)CSC2=NCCN2)cc1	3	u	-11	2	-2	-4%	0	-7%	1.0%
31	O=C(CN1C(=O)C2CC=CCC2C1=O)Nc1nc2ccc(F)cc2s1 (centres undefined)	10	0%	0	3	-10	2%	0	2%	1.0%
32	CSCCC(NC(=O)COc1ccccc1)C(=O)NCC(C)(C)N1CCOCC1 (centres undefined)	x	5%	x	x	-1	-2%	x	-1%	x
33	CC(C)(C)NC(=O)N1CCN(c2nc3ccc(Cl)cc3s2)CC1	9	1%	-28	x	-1	8%	-8	0%	-0.8%
34	CN(C(=O)COC(=O)c1ccc2c(c1)OCCO2)c1ccccc1	0	1%	x	-5	-4	5%	-8	-14%	0.0%
35	N#Cc1c(-c2cccs2)nc(SCc2ccc(Cl)cc2)[nH]c1=O	15	-3%	-2	6	u	-1%	-6	-8%	16µM*
36	CCCCCCc1ccc(N2C[C@H](CCCCC)[C@@H](CC(=O)NCc3ccc(OC)cc3)C2=O)cc1	9	0%&0%	-21	-3	0	-2%&-1%	0	6%	-0.8%
37	O=C(CSc1nnc2c(n1)[nH]c1ccc(F)cc12)NC1CC1	3	-3%	-27	x	-9	-1%	3	4%	3.8%
38	CN(Cc1cccnc1)C(=O)c1cc(COc2ccc3ncccc3c2)on1	8	0%	-15	0	-4	-1%	-7	6%	4.1%
39	O=c1[nH]nc(-c2ccc([N+](=O)[O-])o2)c(=O)[nH]1	x	3%	x	x	0	-1%	x	1%	x
40	Fc1ccc(C(c2nnnn2Cc2cccs2)N2CCN(C3CCCC3)CC2)cc1 (centres undefined)	4	-1%	-10	-5	-1	-7%	-1	-16%	1.3%
41	Cc1ccc(-n2nc3ccc(NC(=O)c4ccc5c(c4)OCO5)cc3n2)cc1	1	0%	1	-4	6	-6%	-5	2%	1.0%
42	COc1ccccc1C(=O)Nc1ccccc1N1CCCCC1	1	-14%	44	x	-7	-4%	0	-10%	1.9%
43	COc1ccc2cc(CN(Cc3cccnc3)S(=O)(=O)c3ccccc3)c(=O)[nH]c2c1	0	-5%	9	16	1	-1%	-1	2%	0.3%
44	Cc1ccc(C)c(NC(=O)CCCCCN2C(=O)[C@@H]3Cc4ccccc4CN3C2=O)c1	0	1%	-5	1	-5	-3%	-3	-3%	4.4%
45	CCCNC(=O)c1ccccc1NC(=O)COc1cccc2c1OC(C)(C)C2	1	-9%	-13	1	-6	-3%	-1	-23%	0.2%
46	CCc1ccc(NC(=O)CSCCN2C(=O)c3ccccc3C2=O)cc1	5	2%	-11	-5	-4	-5%	-6	2%	2.4%
47	CCN(CC(=O)Nc1cccc(S(=O)(=O)N2CCOCC2)c1)Cc1ccccc1	5	-1%	1	-5	1	-3%	-2	7%	0.2%
48	Cc1ccccc1N1C(=O)c2ccccc2C1Nc1cccnc1 (centres undefined)	4	6%	-28	-1	-3	-4%	x	2%	0.1%
49	COc1c(OC)c2[nH]c(=O)cc3c4ccccc4n(c1=O)c23	6	-1%	30	-4	0	-6%	2	0%	0.8%
50	Cc1cc(C(=O)O)cc(Br)c1N	1	-5%	-13	3	-13	-2%	-4	-13%	-1.9%
51	CCOC(=O)c1ccc(NC(=O)C(CC)(CC)C(=O)OCC)cc1	10	0%	6	12	-5	-2%	-5	-9%	1.9%
52	Cc1nn(Cc2cccc(F)c2)c(C)c1NC(=O)c1c([N+](=O)[O-])c(C)nn1C	0	1%	x	x	-8	3%	-1	-14%	0.7%
53	CC(=O)Nc1ccc(-c2nn[nH]n2)cc1Cl	1	1%	8	-8	-9	-4%	-3	1%	3.4%
54	O=C(Nc1ccc(F)c(Cl)c1)C1CCN(S(=O)(=O)c2cccnc2)CC1	7	-5%	-8	-12	-1	-3%	-5	3%	-0.9%
